GLS inhibitor – inhibitors of human glutaminase (GLS); Potency, µM (doses to about 45.5 µM), without a hit: top-dose activity change, negative = inhibition, usual class: inhibitors; O94925; actives 0.21% (n = 410,000); GLS enzymatic activity, qHTS titration; note: potency is the fitted concentration of half-maximal effect; % is set by controls: 0 for no effect and ±100 for the full control effect
Target sequence (O94925 whole entry, looked up): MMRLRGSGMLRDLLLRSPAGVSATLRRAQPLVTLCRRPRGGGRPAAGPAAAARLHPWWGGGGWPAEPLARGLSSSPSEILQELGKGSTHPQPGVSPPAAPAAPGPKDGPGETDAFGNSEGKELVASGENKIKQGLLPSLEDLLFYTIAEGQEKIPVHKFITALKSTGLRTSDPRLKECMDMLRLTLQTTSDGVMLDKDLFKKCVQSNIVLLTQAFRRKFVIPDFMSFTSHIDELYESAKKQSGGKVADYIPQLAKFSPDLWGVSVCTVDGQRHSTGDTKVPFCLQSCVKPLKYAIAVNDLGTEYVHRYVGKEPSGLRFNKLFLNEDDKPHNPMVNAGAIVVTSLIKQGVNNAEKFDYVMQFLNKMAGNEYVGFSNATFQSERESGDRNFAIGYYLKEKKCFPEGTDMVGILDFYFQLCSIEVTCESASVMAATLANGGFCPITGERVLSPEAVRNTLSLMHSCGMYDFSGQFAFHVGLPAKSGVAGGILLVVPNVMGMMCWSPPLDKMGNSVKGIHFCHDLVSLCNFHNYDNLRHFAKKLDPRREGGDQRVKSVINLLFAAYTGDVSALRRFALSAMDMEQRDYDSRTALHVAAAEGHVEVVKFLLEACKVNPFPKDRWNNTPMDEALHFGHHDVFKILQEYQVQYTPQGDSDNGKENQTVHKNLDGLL
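hKGA in 45 mM KH2PO4 pH 8.2, 0.02% Tween-20 with pin-transferred compounds; 1 mM L-glutamine (stock) plus glutamate oxidase/HRP/Amplex Red coupling added. Fluorescence read initially and after 30 min at RT.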
PI4K2A block – inhibitors of human PI4K2A | Q9BTU6 | purified PI4K2A, ADP-Glo luminescence, 1 h; active compounds read low | activity change, negative = inhibition, % at 76.9 µM | actives 0.13% (n = 420,000); in the data active = activity change below about -50%; inconclusive = mostly about -30% to -49%;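 note: -100% = wells without enzyme as full effect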
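PI4K2A activity was measured by ADP-Glo luminescence: enzyme (4 ug/mL stock) and phosphatidylinositol (1.2 mM stock) in Tris pH 7.5/MgCl2/EGTA/Triton X-100 buffer were reacted with ATP (300 microM stock) for one hour at ambient temperature.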
ERG Ets-DNA blk – inhibitors of human ERG Ets domain-DNA interaction. fluorescence polarization, His-ERG Ets domain / labelled DNA. actives 0.028% (n = 370,000). P11308. Potency, µM (doses to about 76.9 µM), for the others: top-dose FP activity, negative = inhibition, actives largely listed as inhibitors. AID 624246; active = well fitted inhibition curve with a large enough effect in the polarisation, with a control signal flat; inconclusive = small, poorly fitted or top-dose-only effect, or effect the other way, or a change in a side signal; inactive = no such curve, though single readings can be large or run the other way; the % refers to the polarisation;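 note: polarization taken with two DNA probes labelled with fluorescein and Texas red; potency is the fitted concentration of half-maximal effect; % of control where 0% means no effect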
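His-tagged ERG Ets domain (1 uM in the protein solution; 300mM KCl, 50mM Tris-HCl, 1mM EDTA, 1mM DTT, pH 7.5) received compound, then a probe mix of 5 nM fluorescein-DNA and 100nM Texas-615-DNA. Fluorescence polarization was read for both dyes.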
JMJD2A Tudor inh – blocks the human JMJD2A Tudor domain. Potency, µM (top dose mostly 114 µM), for the others: at the top dose activity change, negative = inhibition, usual class: inhibitors. actives 4.4% (n = 390,000). AlphaScreen JMJD2A-Tudor / H3K4me3 peptide binding; note: potency is the fitted concentration of half-maximal effect; % is set by controls: 0 for no effect and ±100 for the full control effect; nearly all actives have a fitted effect of over 50% in size
Pin1 inhibitor – blocks the human prolyl isomerase Pin1; Q13526; Potency, µM (titrated, usually from 115 µM), for the others: at the top dose activity, negative = inhibition, usual class: inhibitors; Pin1 FP peptide displacement, HiFluor488, 10 min; AID 504891; actives 0.009% (n = 390,000); active = well fitted inhibition curve with a large enough effect in the polarisation, with a control signal flat, not every such curve was filed as active; inconclusive = small, poorly fitted or top-dose-only effect, or effect the other way, or a change in a side signal; inactive = no such curve, though single readings can be large or run the other way; the % refers to the polarisation; note: potency is the fitted concentration of half-maximal effect; % is set by controls: 0 for no effect and ±100 for the full control effect
Target sequence (Q13526 whole entry, looked up): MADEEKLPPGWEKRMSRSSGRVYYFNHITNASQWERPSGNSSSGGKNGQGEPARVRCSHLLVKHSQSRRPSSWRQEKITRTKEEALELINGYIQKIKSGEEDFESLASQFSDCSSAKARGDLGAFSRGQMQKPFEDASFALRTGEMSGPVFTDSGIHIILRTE
HP1b binding inh – blocks HP1-beta chromodomain binding to methylated histone tails. P83916. AlphaScreen HP1-beta / biotin-H3K9me3 peptide binding. Potency, µM (highest dose often 114 µM), without a hit: top-dose activity change, negative = inhibition, usual class: inhibitors. actives 0.56% (n = 390,000). AID 540317; note: potency is the fitted concentration of half-maximal effect; nearly all actives have a fitted effect of over 70% in size; inactives centre near 23
Target sequence (P83916 whole entry, looked up): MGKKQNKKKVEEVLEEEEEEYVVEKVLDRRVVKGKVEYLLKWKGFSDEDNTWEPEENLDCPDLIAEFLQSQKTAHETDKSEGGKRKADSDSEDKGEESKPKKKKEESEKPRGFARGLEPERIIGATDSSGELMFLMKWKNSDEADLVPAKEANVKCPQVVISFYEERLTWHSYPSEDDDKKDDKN
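HP1-beta protein (50 nM final) preincubated 30 min at room temperature with biotinylated H3(1-18)K9me3 peptide (50 nM) in PBS pH 7.4, 0.01% Tween-20, then compound added for 30 min. AlphaScreen streptavidin donor/nickel chelate acceptor beads (10 ug/mL final), 30 min dark, luminescence read.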
PGK inhibitor – inhibitors of T. brucei phosphoglycerate kinase | AID 602233 | P07378 | PGK/GAPDH coupled, Kinase-Glo luminescence, 60 min | actives 0.043% (n = 380,000) | Potency, µM (doses to about 57.5 µM), inactives show at the highest dose activity change, negative = inhibition, actives largely listed as inhibitors; note: potency is the fitted concentration of half-maximal effect; % is set by controls: 0 for no effect and ±100 for the full control effect; nearly all actives have a fitted effect of over 60% in size
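Recombinant glycosomal PGK reaction used 1,3-bisphosphoglycerate generated in-well by GAPDH (100nM final) in 100mM TEA pH 7.6, 5mM MgCl2, 0.01% Tween-20. After 60 minutes at room temperature, ATP was read by Kinase-Glo Plus luminescence end-point.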
BAZ2B block – blocks human BAZ2B; Q9UIF8; Potency, µM (highest dose often 114 µM), for the others: top-dose activity change, negative = inhibition, actives largely listed as inhibitors; AlphaScreen BAZ2B-H3K14Ac peptide displacement; actives 4.4% (n = 360,000); note: potency is the fitted concentration of half-maximal effect; % is set by controls: 0 for no effect and ±100 for the full control effect; nearly all actives have a fitted effect of over 60% in size
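Compounds, titrated to a top concentration of 110 uM, were incubated 30 min at room temperature with preformed BAZ2B/acetyl-K14 H3 peptide complex (50 nM each). Proximity signal was measured by AlphaScreen after 20 min with beads.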
G9a block – inhibitors of human histone lysine methyltransferase G9a. Q96KQ7. G9a H3K9 monomethylation, AlphaScreen, 2 h. Potency, µM (titrated, usually from 102 µM), without a hit: top-dose activity, negative = inhibition, usual class: inhibitors. actives 8.8% (n = 350,000); note: potency is the fitted concentration of half-maximal effect; % is set by controls: 0 for no effect and ±100 for the full control effect; nearly all actives have a fitted effect of over 75% in size
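Signal arises when biotinylated H3K9 peptide, once monomethylated, bridges streptavidin donor and antibody-captured acceptor beads. Enzyme at 20 nM was preincubated 15 min with test compounds; peptide 500 nM and SAM 20 uM then reacted for 2 h.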
Active calls of the source: *; i = inactive; ? = inconclusive; / = not tested or not shown; & = joins results of further samples; [ ] = remark or other dose. Unless noted, calls come from the whole dose curve; as a rule, active = well fitted curve in the direction sought with a large enough effect; inconclusive = small, poorly fitted or top-dose-only effect, or another doubt; inactive = no such curve, though single readings can be large; an effect the other way counts as inactive or inconclusive.

SMILES	GLS inhibitor	PI4K2A block	ERG Ets-DNA blk	JMJD2A Tudor inh	Pin1 inhibitor	HP1b binding inh	PGK inhibitor	BAZ2B block	G9a block
CCOc1ccc(S(=O)(=O)NC(C)C)cc1C(N)=O	8%	0	-4%	-5%[11.4 µM]	-1%	32%	6%	-24%	0%
Cc1ccc(NC(=O)Cn2cc(C(=O)c3cccs3)c3ccccc32)cc1C	-2%	-1	0%	-14%	6%	38%	i	-13%	-20%[59 µM]
CCCN1Cc2cccc(C(=O)NCCc3cccc(C)c3)c2C1=O	0%	-7	-2%	-12%	-5%	17%	-10%	2%	-33%
Cc1noc(C)c1NC(=O)N(C)C[C@@H]1Oc2c(NC(=O)NC(C)C)cccc2C(=O)N([C@@H](C)CO)C[C@@H]1C	-6%	0	12%	-7%	3%	54%[activator]	-5%	/	/
Cc1ccc(NC(=O)Cn2c(=O)oc3cc(S(=O)(=O)N4CCCCCC4)ccc32)cc1Cl	-5%	-3	1%	-9%	12%	25%	5%	1%	-3%[59 µM]
COc1ccc(C)cc1NC(=O)CCN1CCCC1	14%	3	8%	?	-3%	7%	-7%	12%	7%[12.7 µM]
CC(=O)N1CCc2cc(S(=O)(=O)NC(C(=O)Nc3ccc(C)cc3C)C(C)C)ccc21 (stereo not drawn)	6%	-3	-9%	?	?	34%	i	/	3%[59 µM]
CC(C)C(C(=O)NCC1CCCO1)N(Cc1cccs1)C(=O)CNS(=O)(=O)c1ccccc1 (stereo not drawn)	0%	-1	6%	13%	-9%	44%[activator]	i	-3%	-4%
O=C(Cn1nnc(-c2ccccc2F)n1)N1CCCCC1	1%	6	9%	5%	2%	43%[activator]	-10%	3%	7%[59 µM]
Cc1cc2nc(-c3ccc(SCc4ccccc4C#N)nc3)[nH]c2cc1C	0%	-2	/	-14%	24%	-3%	4%	2%	?
Cn1c(=NC(=O)c2ccccc2[N+](=O)[O-])sc2cc(S(C)(=O)=O)ccc21	-11%	-3	1%	-11%	2%	26%	-3%	7%	18%[59 µM]
COc1ccc(S(=O)(=O)c2c(Nc3cccc(C)c3C)sc(C(=O)c3ccccc3)c2N)cc1	-2%	-2	-9%	-25%	52%[activator]	24%	i	-19%	-4%[59 µM]
O=C(c1ccc2nc[nH]c2c1)N1CCN(S(=O)(=O)c2cccc(Cl)c2)CC1	5%	3	4%	-21%	0%	15%	-11%	/	/
CCN1CCN(c2nc3c(C)cccn3c(=O)c2/C=C(\C#N)S(=O)(=O)c2ccc(C)cc2)CC1	-12%	1	-2%	?	-2%	13%	-1%	?	50µM*
COCCCNC(=O)CNC(=S)N(Cc1ccccc1)Cc1cccnc1	-6%	-3	-4%	6%	-5%	40%[activator]	-2%	/	-38%
O=C(CCSCc1ccc(Cl)cc1)NCCc1ccccc1	1%&8%	-3&1	-2%&-12%	-18%&-6%	0%&-9%	14%&17%	-2%&0%	-5%&-2%	-5%&7%[59 µM]
CCOc1ccc(-n2c(C)cc(/C=C3/C(=N)N4C(=NC3=O)SN=C4S(C)(=O)=O)c2C)cc1	19%	1	12%	?	?	10%	/	56µM*	28µM*
COC(=O)c1ccc(NC(=O)C2(S(=O)(=O)c3ccc(C)cc3)CC2)cc1	-3%	1	-8%	-9%	-1%	81%[activator]	i	39%[activator]	5%[59 µM]
O=C(CSc1cn(Cc2ccccc2)c2ccccc12)Nc1nccs1	3%	-2	-5%	-12%	3%	40%[activator]	-5%	-4%	?
CCn1cc(CN2CCC(C(=O)Nc3cccc(-c4cccc(F)c4)c3)CC2)cn1	2%	6	-5%	-24%	-3%	12%	-2%	-14%	/
Cc1ccc(S(=O)(=O)N(CC(O)CN2CCCC2)c2ccccc2)cc1 (stereo not drawn)	-2%	2	/	-17%	3%	19%	-10%[11.5 µM]	-21%	-13%[59 µM]
Cc1nn(Cc2c(F)c(F)c(F)c(F)c2F)c(C)c1NC(=O)c1c(-c2ccccc2)nn(-c2ccccc2)c1C	1%	-1	-13%	-8%	5%	9%	-6%	-27%	9%
Cc1cn([C@H]2C[C@H](O)[C@@H](CCC(=O)NCCCn3ccnc3)O2)c(=O)[nH]c1=O	2%	-1	0%	-8%	6%	11%	-9%	/	/
O=C(COC(=O)c1ccc(F)cc1F)Nc1ccc2[nH]c(=O)[nH]c2c1	5%	2	9%	-4%	12%	25%	3%	-19%	?
COc1ccc2[nH]c3c(c2c1)CC(C)NC3=O (stereo not drawn)	3%	2	-5%	-5%	0%	29%	5%	5%	/
CN(CC(=O)Nc1ccc(Cl)cc1)C(=O)c1cccc(S(=O)(=O)N(C)C)c1	5%	-4	3%	-7%	-8%	15%	i	-5%	?
CCN(Cc1ccccc1)C(=O)c1cc2c(s1)-c1c(C)cccc1OC2	1%	3	3%	236%[activator]	4%	267%[activator]	-1%	227%[activator]	302%[activator][59 µM]
CCCn1c2c(c(O)c(C(=O)NCc3ccccc3)c1=O)CCCC2	8%	0	-16%	52%[activator]	-4%	92%	2%	6%	96%[activator]
CC(C)CN(CC(C)C)C(=O)CN1c2cccc3cccc(c23)S1(=O)=O	-2%	1	-1%	14%	-7%	67%[activator]	0%	-3%	?
O=C(NCC1CCCO1)C(=O)N/N=C/c1c(F)cccc1Cl (stereo not drawn)	-1%	-19	1%	-14%	-6%	21%	-9%	-10%	-12%
Cc1ccc(S(=O)(=O)N2CCCCC2)cc1NC(=O)COC(=O)c1cccn1C	-6%	2	-2%	?	6%	5%	-5%	/	/
O=C(CSc1nc2c([nH]c3ccccc32)c(=O)n1-c1ccc(F)cc1)NCC1CCCO1 (stereo not drawn)	11%	-7	-7%	-5%	0%	25%[57 µM]	7%	4%	0%[59 µM]
COc1ccccc1NC(=O)c1cc2ccccc2o1	13%	-7	0%	38%[activator]	-4%	88%[activator]	12%	43%[activator]	28%[59 µM]
CCN(c1ccccc1)S(=O)(=O)c1ccc(OC)c(NC(=O)c2ccc(=O)[nH]c2)c1	-2%	-2	5%	-12%	-9%	17%	-7%	/	/
C/C(=N/NC(=O)COc1cc(C)ccc1C(C)C)C(=O)O	1%	1	6%	-20%	0%	51%[activator]	-8%	-3%	?
COc1cc(-n2c(=O)c3ccccc3n(Cc3cc(=O)n4ccccc4n3)c2=O)cc(OC)c1OC	11%	1	/	-2%	4%	10%	8%	-2%	16%[59 µM]
O=C(CSc1ccc(-c2ccc(F)cc2)nn1)N1CCCc2ccccc21	0%	3	2%	-5%	9%	30%	i	-7%	4%
Cc1ccc(C(=O)N2CCC(C(=O)NC3CCCCCC3)CC2)cc1	1%	4	-8%	5%	-7%	10%	-2%	14%	-45%
Cc1c(C(=O)NC(=S)NCc2cccnc2)oc2ccccc12	0%	-2	6%	-29%	25%	24%	-4%	-29%	6%
Cc1ccc(C)c(NC(=O)/C(C#N)=C/c2ccc(C(C)C)cc2)c1	0%	21	-1%	-9%	13%	19%	i	-16%	-14%[59 µM]
COc1cc(C(=O)NC(=S)NCc2ccco2)cc(OC)c1OC	5%	1	4%	-10%	4%	-1%	1%	-25%	?
Cc1ccc(S(=O)(=O)c2nnn3c2nc(NCCc2ccccc2)c2sccc23)cc1	-12%	-1	-2%	-12%	12%	29%	-5%	-17%	-24%[59 µM]
CCOc1ccccc1C1C2C(=O)N(c3ccccc3)C(=O)C2ON1c1ccccc1 (stereo not drawn)	6%	-1	9%	-18%	10%	38%[activator]	-2%	/	?
C/C(=N\NS(=O)(=O)c1ccc(Cl)cc1)c1ccc(NC(=O)c2ccco2)cc1	-2%	1	-8%	-23%	6%	11%	-4%	-11%	?
C#CCOCCOCCOCCNc1nc(N2CCN(C(=O)CCCCCCCCCCNC(=O)[C@H](CCCCN)n3cc(CCO)nn3)CC2)nc(N2CCN(C(=O)CCCCCCCCCCNC(=O)[C@H](CCCCN)n3cc(C[C@@H](C)CC)nn3)CC2)n1	?	-3	14%	22µM*	51%[activator]	50µM*	6%	?	14%[2.33 µM]
CCCc1cc(=O)[nH]c(SCC(=O)N2CCN(S(=O)(=O)c3ccc(C)cc3C)CC2)n1	15%	1	3%	-28%	1%	30%	3%	-4%	9%[59 µM]
CCOC(=O)Cc1csc(NC(=O)c2c(-c3c(Cl)cccc3Cl)noc2C)n1	9%	-7	-2%	-13%	18%	26%	-7%	-4%[57.1 µM]	-3%
NS(=O)(=O)c1cccc(NC(=O)COC(=O)/C=C/c2nc3ccccc3s2)c1	-5%	4	2%	-13%	9%	31%	i	/	/
O=c1c2ccccc2nc(SCc2nc3ccccc3s2)n1Cc1ccco1	-6%	3	-8%	-17%	21%	28%	-6%	1%	15%[59 µM]
COc1ccc(S(=O)(=O)Nc2ccc3c(c2)CC(=O)N([C@H](C)CO)C[C@H](C)[C@H](CN(C)C(=O)Nc2ccc4c(c2)OCO4)O3)cc1	9%	0	-4%	-27%	0%	12%	i	/	/
Cc1ccc(F)c(NC(=O)c2c(-c3ccccc3)noc2C)c1	-8%	-4	3%	25%	2%	35%[activator]	i	-1%	43%[activator]
O=C(NCCCCO)C(F)(F)C(F)(F)C(F)(F)C(=O)NCCCCO	-1%	0	1%	-14%[57.1 µM]	-1%	-6%	0%	4%	9%

Assay outcomes: PubChem BioAssay, National Center for Advancing Translational Sciences (NCATS)
